# EPAC1 agonist = qHTS for Agonist of cAMP-regulated guanine nucleotide exchange factor 3 (EPAC1): primary screen. AID 720707, 2013. EPAC1 agonist qHTS, biochemical assay; response scale: 100% = response to 6.5 mM cAMP. 360,000 compounds, 0.073% hits. Rap guanine nucleotide exchange factor 3 (Homo sapiens), O95398. Potency, µM (titrated, usually from 154 µM), for inactives: at the top dose activation, hits mostly activators; note: potency is the fitted concentration of half-maximal effect; nearly all actives have a fitted effect of over 60% in size
#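 Nucleotide exchange by EPAC1 (100 nM) on Rap1B–BODIPY-GDP (250 nM) in the presence of 50 uM GDP is tracked fluorescently at 480/540 nm over 30 min. Signals are normalized to a 6.5 mM cAMP control.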
# PI5P4K alpha inh = qHTS for Inhibitors of phosphatidylinositol 5-phosphate 4-kinase (PI5P4K); max response, %; PI5P4Kalpha enzyme, ADP-Glo luminescence, 60 min; active compounds read low; 330,000 compounds, 1.2% hits; active = max response of -50% or lower; inconclusive = between -30% and -50%; inactive = -30% or higher; note: value at the top dose of about 77 µM; % is set by controls: 0 for no effect and ±100 for the full control effect
# Target sequence (P48426 whole entry, looked up): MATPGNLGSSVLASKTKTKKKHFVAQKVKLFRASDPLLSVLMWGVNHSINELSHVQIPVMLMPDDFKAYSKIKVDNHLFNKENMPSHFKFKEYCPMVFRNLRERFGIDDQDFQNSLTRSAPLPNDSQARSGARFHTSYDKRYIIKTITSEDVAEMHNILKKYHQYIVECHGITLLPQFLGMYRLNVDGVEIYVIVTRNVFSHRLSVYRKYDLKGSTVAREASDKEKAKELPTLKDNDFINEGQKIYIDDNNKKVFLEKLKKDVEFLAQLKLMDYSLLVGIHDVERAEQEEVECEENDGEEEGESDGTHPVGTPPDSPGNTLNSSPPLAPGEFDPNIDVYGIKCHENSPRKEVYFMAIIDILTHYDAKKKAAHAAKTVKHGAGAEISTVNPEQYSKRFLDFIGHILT
#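 Enzyme plus substrate dispensed, test compounds pinned in, then ATP (5 microM final) added. After 60 min at RT, ADP-Glo reagent 1 for 45 min and reagent 2 for 30 min preceded luminescence imaging.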
# PTHR1 ag = qHTS for PTHR1 Agonists: Primary Screen | Parathyroid hormone/parathyroid hormone-related peptide receptor (Homo sapiens), Q03431 | HEK293 GP2 PTHR1 cells, GloSensor cAMP luminescence, 1 h | Potency, µM (doses to about 115 µM), for the others: top-dose activation, usual class: activators | 410,000 compounds, 0.075% hits | AID 743266, 2014; note: potency is the fitted concentration of half-maximal effect; nearly all actives have a fitted effect of over 55% in size; some results filed as inactive show a strong effect at the top dose; inactives centre near -15; many of its hits are not listed in these tables
#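 HEK-293-derived GP2 cells expressing PTHR1 and a GloSensor cAMP reporter, 3,000/well, plated overnight, given luciferin plus IBMX (each 0.5 mM as added) for 1 h at 37 °C, then compound for 1 h at 37 °C. Luminescence was read after 15 min at room temperature.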
# PLK1 PBD block = qHTS for Inhibitors of PLK1-PDB (polo-like kinase 1 - polo-box domain): Primary Screen; Serine/threonine-protein kinase PLK1 (Homo sapiens), P53350; Potency, µM, inactives show max response, negative = inhibition, hits mostly inhibitors; Plk1 PBD binding of FITC phosphopeptide, fluorescence polarization; 360,000 compounds, 2.8% hits; note: potency is the fitted concentration of half-maximal effect; series mostly up to about 57 µM; % is set by controls: 0 for no effect and ±100 for the full control effect; nearly all actives have a fitted effect of over 65% in size
# Target sequence (P53350 whole entry, looked up, the tested form may be a part): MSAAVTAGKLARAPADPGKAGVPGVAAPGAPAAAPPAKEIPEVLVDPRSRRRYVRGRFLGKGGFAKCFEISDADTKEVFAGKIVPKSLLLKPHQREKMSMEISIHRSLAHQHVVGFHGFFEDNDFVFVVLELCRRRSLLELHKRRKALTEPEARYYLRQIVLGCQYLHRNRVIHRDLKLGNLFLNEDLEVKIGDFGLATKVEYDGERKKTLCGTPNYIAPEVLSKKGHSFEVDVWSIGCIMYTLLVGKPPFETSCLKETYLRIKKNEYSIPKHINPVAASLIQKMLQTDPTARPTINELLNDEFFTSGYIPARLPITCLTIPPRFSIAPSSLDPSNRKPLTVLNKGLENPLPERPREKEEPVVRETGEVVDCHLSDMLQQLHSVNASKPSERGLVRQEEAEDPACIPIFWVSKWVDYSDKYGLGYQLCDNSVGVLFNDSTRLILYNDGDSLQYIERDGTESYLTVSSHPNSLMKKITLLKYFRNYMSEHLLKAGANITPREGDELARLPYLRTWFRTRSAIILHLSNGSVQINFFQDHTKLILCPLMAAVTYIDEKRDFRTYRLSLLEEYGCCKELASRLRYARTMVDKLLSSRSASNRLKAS
# EPAC1 antag = qHTS for Antagonist of cAMP-regulated guanine nucleotide exchange factor 3 (EPAC1): primary screen. 360,000 compounds, 0.14% hits. AID 720709, 2013. Potency, µM (series often up to 115 µM), for inactives: at the top dose activity change, negative = inhibition, hits mostly inhibitors. Rap guanine nucleotide exchange factor 3 (Homo sapiens), O95398. EPAC1 GEF assay, Rap1b-BODIPY-GDP exchange fluorescence;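 note: potency is the fitted concentration of half-maximal effect; plate controls were vehicle for no effect and positive control for full effect; nearly all actives have a fitted effect of over 50% in size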
# IL-2 act = qHTS of IL-2 Activators; IL-2 activation reporter assay, cell-based qHTS; stimulated with anti-CD3/CD4/CD28 beads; in transgenic mouse T cells; activation, % (series mostly up to about 46 µM); AID 652025, 2013; 360,000 compounds, 0.065% hits; in the data active = activation above about 50%; inconclusive = mostly about 30% to 49%; note: 0% is about no effect
#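 Readout: EGFP and DsRed signals by fluorescent plate cytometry. Unstimulated transgenic mouse T cells received compound 60 min before antibody-bead stimulation, then incubated 18 h at 37 degrees C.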
# GLP1R cytotox = qHTS of GLP-1 Receptor Inverse Agonists: Cytotox Screen; HEK293 cAMP-luciferase reporter cells, luminescence, 24 h; Potency, µM (titrated, usually from 38.3 µM), without a hit: at the top dose activity change, negative = inhibition, actives largely listed as inhibitors; 410,000 compounds, 0.13% hits; AID 624418, 2012;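 note: loss of luciferase light is scored as toxicity; potency is the fitted concentration of half-maximal effect; % is set by controls: 0 for no effect and ±100 for the full control effect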
#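 MLSMR compounds, 24 hr on cells at 37 deg C/5% CO2; luminescence after luciferase reagent (12 min RT). Inhibition counted as the undesired cytotoxic outcome.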
# GLP-1R inv ag = qHTS of GLP-1 Receptor Inverse Agonists (Inhibition Mode) | HEK293 GLP-1R CRE-luciferase, luminescence, 24 h; GLP-1R form is constitutively active | 410,000 compounds, 1.6% hits | Potency, µM (series often up to 38.3 µM), inactives show at the top dose activity change, negative = inhibition, usual class: inhibitors | AID 624417, 2012; note: potency is the fitted concentration of half-maximal effect; % is set by controls: 0 for no effect and ±100 for the full control effect; nearly all actives have a fitted effect of over 55% in size
#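 HEK293 cells stably co-expressing a cAMP-responsive luciferase reporter and constitutively active GLP-1R were seeded, incubated 12 h, then exposed to compounds for 24 h at 37 C. Luminescence was read 12 min after detection reagent; inverse agonists lower signal.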
# GLP-1R agonist = qHTS of GLP-1 Receptor Agonists; Glucagon-like peptide 1 receptor (Homo sapiens), P43220; HEK293 GLP-1R CRE-luciferase, luminescence, 4-6 h; cells express a hypersensitive GLP-1R form; Potency, µM (doses to about 45.6 µM), without a hit: at the top dose activation, hits mostly activators; 380,000 compounds, 0.007% hits; AID 624172, 2012; note: potency is the fitted concentration of half-maximal effect; % of control where 0% means no effect
# * = called active by the depositor; i = inactive; ? = inconclusive; . = not tested or not shown; & = joins results of further samples; [ ] = another dose, or the depositor's remark. Unless noted, calls come from the whole dose curve; as a rule, active = well fitted curve in the direction sought with a large enough effect; inconclusive = small, poorly fitted or top-dose-only effect, or another doubt; inactive = no such curve, though single readings can be large; an effect the other way counts as inactive or inconclusive. An excerpt; the hit share may differ from the screen's.
SMILES,EPAC1 agonist,PI5P4K alpha inh,PTHR1 ag,PLK1 PBD block,EPAC1 antag,IL-2 act,GLP1R cytotox,GLP-1R inv ag,GLP-1R agonist
O=C(CC1C(=O)NCCN1Cc1cccc(Oc2ccccc2)c1)NCCCn1cccn1 (stereo not given),5%,1,-1%,?,-6%,2.9,0%,2%,3%
CCC(c1nnnn1Cc1ccc2c(c1)OCO2)N1CCN(c2ccc(OC)cc2)CC1 (stereo not given),5%,2,i,-3%,-10%,1.1,47%[activator],?,4%
Fc1ccc(-c2nnc(SCc3ncc(-c4ccccc4)o3)n2CC2CCCO2)cc1 (stereo not given),2%,0,i,-15%,11%,0.6,-16%,-14%,7%
CC(OC(=O)c1ccco1)C(=O)NCc1cccs1 (stereo not given),9%,.,-17%,-8%,-3%,1.8,11%,33%[activator],-5%
COc1ccc(NC(=O)CN2C(=O)CSc3ncccc32)cc1,-12%,-4,-11%,3%,-2%,1.1,-1%,9%,-2%
CCNS(=O)(=O)c1ccc2nc(NC(=O)c3cccnc3)sc2c1,2%,-26,-14%,-4%,5%,-0.9,-24%,44%[activator],4%
COC(=O)[C@@H]1C[C@@H]2CC[C@@H](O)C[C@@H]2N1Cc1ccccc1OS(=O)(=O)c1ccc(C)cc1,-7%,-15,i,3%,-11%,0.4,3%,12%,1%
COc1ccc(C)cc1Nc1c2c(nc3ccccc13)CCC2,14%,1,-30%,-10%,14%,-0.8,?,?,21%
Cn1cncc1C#Cc1ccc2cc(C(C)(C)O)oc(=O)c2c1,-1%,0,-13%,-5%,-4%,-0.2,1%,73%[activator],24%
Cc1ccc(SCCn2nc(C(=O)O)c3ccccc3c2=O)cc1,3%,2,i,2%,3%,-2.4,8%,7%,13%
Cc1ccc(C(=O)NCC(=O)NC2CCCC2)cc1,-6%,0,i,6%,6%,0.0,-2%[7.66 µM],6%[7.66 µM],0%
CC(C)CC1c2[nH]c3ccccc3c2CCN1C(=O)CCC(=O)N(C)C (stereo not given),6%,-17,-9%,?,-4%,0.6,5%,?,3%
C#CCOCCOCCOCCNc1nc(N2CCN(C(=O)[C@H](C)n3cc(CCC(=O)O)nn3)CC2)nc(N2CCN(C(=O)[C@H](C)n3cc(CCC(=O)O)nn3)CC2)n1,3%,-20,i,1%,13%,0.4,4%,0%,-4%
CC(=Nc1ccccc1)C1=C(O)C(Cc2cccc(F)c2)NC1=O (stereo not given),1%,-4,i,-11%,3%,-2.0,-39%,-69%,3%
COc1c(C=NNC(N)=O)c(OC)c(OC)c2c1CCO2,-3%,3,i,0%,9%,-0.3,1%,3%,10%
N#Cc1cnn2c1nc(N1CCCCC1)c1ccccc12,-2%,-9,i,-7%,17%,-2.3,-23%,38%[activator],3%
COCCCN1C(=O)C(CC(=O)NC2CC2)CC(C(=O)N(C(C)C)C(C)C)=C1C (stereo not given),-4%,-8,-14%,-2%,-3%,0.4,4%,15%,-4%
Oc1ccccc1CNc1ccc(Br)cn1,0%,-3,-19%[57.5 µM],3%,-10%,0.0,-14%,-29%,-12%
CC(C)(CO)NC(=O)C(Cc1ccccc1)N1C(=O)c2ccccc2C1=O (stereo not given),0%,5,i,1%,0%,0.8,2%,5%,3%
CSc1ccccc1NC(=O)CN(C)C(C)C(=O)Nc1ccc(C#N)cc1 (stereo not given),-3%,1,?,-11%,-8%,-0.4,-9%,?,9%
CCCCNC(=S)NNC(=O)c1csc(C)c1,0%,-3,-26%[57.5 µM],-14%,15%,-3.1,-17%,-8%,2%
O=C(CCCCCCCCCCC(=O)NCc1cccnc1)NCc1cccnc1,-3%,3,-8%,-1%,7%,1.7,-2%,16%,9%
CCC(Cc1ccccc1)NC(=O)CN1C(=O)COc2ccc(S(=O)(=O)N3CCCCCC3)cc21 (stereo not given),.,.,?,.,.,.,1%,-22%,0%
Cc1ccc(O)c(NC(=O)C2CC(c3c(F)cccc3Cl)=NO2)c1 (stereo not given),-9%,-3,-22%,-1%,6%,-0.8,-22%,?,7%
CC(C)CCNC(=O)NC(=O)COC(=O)/C=C/c1cc(Br)ccc1F,12%,-62*,i,15µM*,-14%,-0.9,17%,-3%,4%
# Continuation.
SMILES,EPAC1 agonist,PI5P4K alpha inh,PTHR1 ag,PLK1 PBD block,EPAC1 antag,IL-2 act,GLP1R cytotox,GLP-1R inv ag,GLP-1R agonist
Cc1cc(=O)oc2cc(Oc3ncccc3[N+](=O)[O-])ccc12,-14%,-25,i,-5%,5%,-4.6,13%,2%,5%
CCCCCCCCN1C(=O)[C@H](CC(=O)N2CCN(C(=O)OCC)CC2)C[C@@]2(C(=O)OC)CCCCC=C12,-16%,14,-13%,-2%,-6%,-0.6,-4%,?,1%
CC(C)N(C(=O)COc1ccc(Br)cc1Cl)C(C)C,-6%,22,-31%[inhibitor],-3%,-3%,-0.1,-7%,?,-1%
CCOC(=O)N1C=CC(C)=C[C@@H]2[C@@H](N3C(=O)c4ccccc4C3=O)C(=O)N21,-4%,-18,i,-7%,4%,-0.8,-15%,5%,-5%
Nn1c(Cc2cccc3ccccc23)nnc1SCC(=O)N1CC(=O)Nc2ccccc21,-11%,10,-8%[57.5 µM],?,-4%,-0.2,-9%,-23%,-14%
CC(/C=C/c1ccccc1)=N\NC(N)=S,9%,-1,-12%,?,6%,-0.3,?,2.5µM*,2%
Nc1c(C(=O)CSc2ccccn2)c(=O)[nH]c(=O)n1C1CC1,10%,1,-3%,-2%,-17%,0.9,2%,-1%,3%
COc1ccc(-c2[nH]c3ccccc3c2SCCNC(=O)c2ccccc2)cc1,12%,11,-38%[inhibitor],-1%,-28%,-3.3,-4%,?,-1%
O=C1c2ccccc2C(=O)N1CCC(O)C[N+](=O)[O-] (stereo not given),1%,3,i,-24%,15%,0.5,3%,2%,21%
COc1ccc(C2=CC(c3c(C)nn(-c4ccccc4)c3Cl)n3nnnc3N2)cc1OC (stereo not given),13%,-6,-36%[inhibitor],2%,1%,-0.3,140%[activator],?,5%
CC(C)(C)C(=O)NC1(C(F)(F)F)NC(=O)N(c2ccc(F)cc2)C1=O (stereo not given),-6%,-5,-10%,0%,-16%,0.2,-5%&-8%,-1%&3%,0%&-2%
COc1cccc(Cn2nnc(C(=O)Nc3cc(Cl)ccc3OC)c2N)c1,-7%,6,-54%[inhibitor],-11%,?,-4.3,2%,?,15%
Cc1ccc(F)c(S(=O)(=O)NC(=O)C2(C)CCN2C(=O)Cc2ccsc2)c1 (stereo not given),-4%,6,i,-4%,-11%,0.0,-10%,17%,-10%
Cc1cc(C)c(OCC(=O)N(Cc2ccccc2)C2CCS(=O)(=O)C2)c(C)c1 (stereo not given),4%,2,-9%,-14%,9%,1.8,-7%,?,0%
CN(C)S(=O)(=O)c1cc(C(=O)Nc2ccccc2C(=O)NC2CC2)ccc1Cl,-8%,1,-20%,0%,19%,0.7,-13%,14%,12%
CSc1nc2c(c(=O)[nH]1)C(c1ccc(Cl)cc1)CC(=O)N2 (stereo not given),-10%,7,19%,-8%,-5%,0.0,-8%,4%,0%
CCOc1ccc(S(=O)(=O)Nc2ccc(C(=O)NCC3(N4CCCCC4)CCCCC3)cc2)cc1,0%,2,i,5%,-4%,-0.2,?,?,9%
O=C(N/N=C/c1ccc(C(F)(F)F)cc1)c1ccncc1,4%,1,-26%,-4%,-4%,1.7,-1%,6%,-4%
Cc1cc(=O)oc2cc(OC(C)C(=O)Nc3ccc(C(N)=O)cc3)ccc12 (stereo not given),7%,5,22%,-21%,-10%,-0.6,1%,5%,-1%
Cc1ccc(OCC(=O)Nc2ccc(Cl)cc2)c(-n2nc3ccccc3n2)c1,11%,.,i,-7%,1%,-1.6,17%,-1%,-4%
CCOC(=O)C1(Cc2ccccc2C)CCCN(C(=O)c2ccoc2)C1 (stereo not given),-5%,6,-25%,-13%,-12%,-0.7,-7%,-30%,5%
C/C(CC(=O)Nc1ccccc1)=N\NC(=O)COc1ccc(C)cc1Br,8%,2,-4%,-1%,5%,-0.3,-2%,7%,6%
Cc1cccc(C(=O)Nc2ccc(C(=O)/C=C/c3cccs3)cc2)c1,14%,-2,i,0%,14%,-2.3,-29%,?,-8%
O=C(NCCc1ccccc1)c1cccc(NC(=O)C2CCCC2)c1,-7%,1,-19%,-3%,-6%,-0.2,-10%,-21%,-3%
COc1ccc(NS(=O)(=O)c2ccc(N3CCCCC3)c(NC(=O)C(C)NC(N)=O)c2)cc1 (stereo not given),-1%,1,-10%,-2%,-2%,-3.2,7%,3%,2%
O=C(O)CCCCCn1c(SCc2cc(=O)n3ccccc3n2)nc2ccsc2c1=O,-3%,7,-4%,-4%,0%,-0.6,14%,22%,2%

# Record cards (already shown):
# Listed for Nn1c(Cc2cccc3ccccc23)nnc1SCC(=O)N1CC(=O)Nc2ccccc21 = EPAC1 agonist: -11%; PI5P4K alpha inh: 10; PTHR1 ag: -8%[57.5 µM]; PLK1 PBD block: ?; EPAC1 antag: -4%; IL-2 act: -0.2; GLP1R cytotox: -9%; GLP-1R inv ag: -23%; GLP-1R agonist: -14%
# Listed for CC(/C=C/c1ccccc1)=N\NC(N)=S = EPAC1 agonist: 9%; PI5P4K alpha inh: -1; PTHR1 ag: -12%; PLK1 PBD block: ?; EPAC1 antag: 6%; IL-2 act: -0.3; GLP1R cytotox: ?; GLP-1R inv ag: 2.5µM*; GLP-1R agonist: 2%

# Compound activity: PubChem, National Center for Advancing Translational Sciences (NCATS)
